# Source: PubChem
# Yeast life ext = compounds extending yeast replicative lifespan, primary screen, S. cerevisiae, OD615; S. cerevisiae growth with nicotinamide; deaD strain in restrictive glucose medium; inhibition of the nicotinamide effect, % at 10 µM; hit rate 0.68% among 130,000;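 active = inhibition above a set limit, placed 3 SD over the median of all compounds, cut at about 26% in these data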;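 note: 0% = nicotinamide-treated wells and 100% = cells grown without nicotinamide; some compounds called inactive have numbers as strong as hits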
#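 assay system = DeaD-strain S. cerevisiae | buffer or medium = restrictive glucose medium | reagent = 1.5 mM nicotinamide | compound = 10 µM single point, 0.25% DMSO | incubation = 48 h compound exposure at 30 °C, humidified | signal = OD615 measurement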
# NPY-Y2 antag = NPY-Y2 receptor antagonists, primary screen, cell-based; Neuropeptide Y receptor type 2 (Homo sapiens), P49146; NPY-Y2 expressing cells, antagonist mode; inhibition, % at 2.7 µM; hit rate 0.99% among 140,000; in the data active = inhibition above about 17%;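 note: 0% = vehicle with agonist challenge and 100% = reference antagonist with challenge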
# Target sequence (P49146 whole entry, looked up): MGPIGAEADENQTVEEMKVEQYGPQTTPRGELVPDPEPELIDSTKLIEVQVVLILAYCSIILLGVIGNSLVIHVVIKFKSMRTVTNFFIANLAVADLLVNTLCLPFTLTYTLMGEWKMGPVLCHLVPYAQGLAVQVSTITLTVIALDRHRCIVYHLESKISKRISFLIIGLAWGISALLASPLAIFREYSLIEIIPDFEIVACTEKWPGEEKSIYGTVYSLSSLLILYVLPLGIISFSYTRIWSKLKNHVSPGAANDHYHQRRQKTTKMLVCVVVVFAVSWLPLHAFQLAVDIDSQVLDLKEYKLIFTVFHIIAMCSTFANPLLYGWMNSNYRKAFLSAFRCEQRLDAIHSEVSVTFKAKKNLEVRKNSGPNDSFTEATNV
# E-sel TNF inh = E-selectin induction blockers in HUVEC – imaging, immunofluorescence, high content, primary screen | HUVEC TNFa-induced E-selectin immunofluorescence | inhibition, % at 2 µM | hit rate 0.71% among 120,000;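 active = inhibition above the batch mean plus 3 SD, and confirmed as a hit on visual image review, cut at about 43% in these data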;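 note: 0% = TNF-stimulated DMSO wells and 100% = unstimulated control wells; not every result past the cut was called active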
# Phagocytosis inh = inhibitors of macrophage phagocytosis, primary screen, imaging, J774A.1 cells, IgG beads. J774A.1 macrophage IgG-bead phagocytosis. inhibition, % at 5 µM. hit rate 0.07% among 110,000. AID 1029, 2008;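 active = inhibition above the mean of the plate negative controls plus 5 SD, cut at about 13% in these data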;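 note: phagocytic index as fraction of beads internalized from green versus red external bead signal; plate controls were DMSO negative control for no effect and cytochalasin-D positive control for full effect; some results beyond the cut were filed as inactive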
# PTEN del growth = growth suppression of PTEN-null HCT116, primary screen, cell-based, CellTiter-Glo. viability, % at 10 µM. HCT116 PTEN-null viability, 60 h; stronger effect = lower value. hit rate 1.2% among 140,000;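 active = viability at or below a set limit, 4 SD under the median of all tested compounds, cut at about 3.7% in these data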;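 note: PTEN knockout HCT116 line with beta catenin targeted HCT116 as companion control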
# MRP-1 activ = H69AR viability gain despite doxorubicin, primary screen, MRP-1 activator project, H69AR cells, CellTiter-Glo; viability increase, % at 10 µM; viability rescue; hit rate 0.61% among 140,000; AID 799, 2007;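 active = viability gain under doxorubicin at or above a set limit, the compound median plus 3 SD, cut at about 4.7% in these data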;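 note: MRP-1 overexpressing cells given doxorubicin 25 µM after compound pretreatment; 18-22 h compound pretreatment then 72 h with doxorubicin before readout; 0% = doxorubicin-only wells and 100% = vehicle-treated cells without doxorubicin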
# BB579 growth dn = growth inhibitors of yeast BB579 in restrictive medium, primary screen, yeast lifespan-shortening project, S. cerevisiae; hit rate 0.51% among 140,000; OD615, 48 h; AID 804, 2007; inhibition, % at 10 µM;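 active = inhibition above a set limit, 3 SD over the mean compound inhibition, cut at about 44% in these data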; note: inactives centre near -24
#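 System: Saccharomyces cerevisiae DeaD strain BB579, replicative lifespan model yeast | Buffer or medium: Restrictive glucose-based CSMM-D medium | Times: 4 h preincubation and 48 h exposure at 30 °C | Detection: OD615 turbidity measurement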
# GALR2 antag = GALR2 antagonists in receptor-expressing cells, primary screen | hit rate 0.39% among 140,000 | inhibition, % at 4 µM | AID 828, 2007 | antagonist mode; in the data active = inhibition above about 27%;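 note: cells stimulated with galanin 1-16 at roughly its EC80; 0% = agonist challenge control and 100% = basal control without agonist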
# Target sequence (O43603 whole entry, looked up): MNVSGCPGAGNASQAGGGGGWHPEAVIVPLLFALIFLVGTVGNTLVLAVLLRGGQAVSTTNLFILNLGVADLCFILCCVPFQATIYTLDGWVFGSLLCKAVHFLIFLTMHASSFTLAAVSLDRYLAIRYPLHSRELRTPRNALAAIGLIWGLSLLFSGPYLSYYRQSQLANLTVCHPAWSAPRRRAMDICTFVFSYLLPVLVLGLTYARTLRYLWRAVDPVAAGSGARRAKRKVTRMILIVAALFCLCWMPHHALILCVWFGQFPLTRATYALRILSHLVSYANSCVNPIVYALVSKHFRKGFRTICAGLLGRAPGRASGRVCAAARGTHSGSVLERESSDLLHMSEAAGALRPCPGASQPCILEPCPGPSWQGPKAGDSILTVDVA
# bCat KO growth = primary screen for growth suppressors in beta-catenin knockout HCT116 cells (colon tumor, human); HCT116 beta-catenin knockout viability, CellTiter-Glo, 60 h; stronger effect = lower value; viability, % at 10 µM; hit rate 1.5% among 140,000;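 active = viability at or under a set limit, the compound median less 4 SD, cut at about 6% in these data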;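 note: 0% = Hyamine 1622 control at 20 µM and 100% = untreated cell control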
# Measles CPE = compounds protecting cells from measles virus cytopathic effect, primary screen, measles RdRp inhibitor project, single point, MLSMR library, absorbance; Measles virus-infected cells, CPE protection; protection (pct of control), % at 4 µM; hit rate 1.5% among 140,000; in the data active = protection mostly above about 24%, no sharp cut-off; inactive = mostly below about 26%; note: some compounds called inactive have numbers as strong as hits
# * hit, by the source's call; . = not tested or not shown; [ ] = remark or other dose.
SMILES,Yeast life ext,NPY-Y2 antag,E-sel TNF inh,Phagocytosis inh,PTEN del growth,MRP-1 activ,BB579 growth dn,GALR2 antag,bCat KO growth,Measles CPE
N#CC1=C(N)OC2=C(C(=O)CCC2)C1c1ccccc1 (stereo not given),-6,-4,.,-1,92,-0.7,-49,-10,83,34*
COc1ccccc1NS(=O)(=O)c1ccccc1C#N,-3,5,-14,-2,74,-2.5,-10,-16,79,5
Cc1ccc(-c2cc(C(=O)NCc3ccccn3)c3ccccc3n2)cc1C,-14,6,-37,-1,1.9*,-1.6,-20,-1,3.4*,2
COC(=O)c1cccc(NC(=O)CSc2nnc(COc3cccc(C)c3)n2C)c1,-18,5,.,0,101,1.4,-5,-5,114,3
Cc1cc(C(=O)CN2CCC(C)CC2)c(C)n1-c1ccccc1F,2,1,11,-3,76,-2.3,-38,-1,76,26
COc1ccc(OC)c(CN2C(=O)CCC2(C)C(=O)NC2CCCCCC2)c1 (stereo not given),-2,2,3,-1,88,-1.6,-17,-20,91,11
COc1ccc(Cl)cc1NC(=O)C1CCCN(c2cc(C)nc3ncnn23)C1 (stereo not given),-1,0,28,1,88,-3.9,-10,-15,97,8
C/C(CC(=O)Nc1ccccn1)=N\NC(=O)c1ccc(C)cc1,-4,-2,.,-8,84,-1.2,12,-2,87,17
CCOC(=O)c1c(C)oc2cc(Br)c(O)c(Br)c12,-10,5,-12,0,88,-1.6,-15,8,93,14
Cc1cccc(NC(=S)NNC(=O)CCn2cc(C)cn2)c1,-10,4,7,0,96,-2.5,-29,7,89,2
COc1ccc2[nH]cc(C(=O)CN3CCC(C)CC3)c2c1,-4,2,.,-1,87,-1.7,-50,-2,92,30
Cc1cc(C#N)c2ccccc2n1,-14,3,21,0,85,-1.4,-10,-6,84,13
CCC(=O)NC(=S)N1CCN(c2ccc([N+](=O)[O-])cc2Cl)CC1,-7,-1,-10,.,86,-1.6,0,-15,90,29*
COC(=O)c1ccc(NC(=O)N2CCOCC2)cc1,-9,-2,.,-2,98,-1.1,-15,-10,95,15
Cc1nn(Cc2ccccc2Cl)c(C)c1NC(=O)c1cc(-c2ccc(F)cc2)on1,-10,0,-21,-1,87,-1.1,-20,10,79,3
CC1CCCN(C/C(O)=C(\C#N)c2nc3ccccc3[nH]2)C1 (stereo not given),10,8,-4,-1,101,-2.9,-36,11,108,1
CCOC(=O)C1=C(C)NC(C)=C(C(=O)OCC)C1C(=O)OC1CCOC1=O (stereo not given),-8,2,-14,2,110,-0.7,-64,-2,105,18
Cn1c(=O)c2c(nc(CN3CCC(C(N)=O)CC3)n2Cc2ccccc2F)n(C)c1=O,-9,4,8,-1,87,-3.0,-12,2,84,6
CCOC(=O)C(C)(C)Sc1nc2c(cnn2-c2ccc(Cl)cc2)c(=O)[nH]1,4,2,.,163*[fluoresces],97,-1.1,-103,-9,89,18
COC(=O)CC1C(=O)NCCN1C(=O)Nc1ccccc1 (stereo not given),1,5,-4,-1,97,-1.7,24,-8,91,31
Cc1cc2cc(CCNC(=O)CC(C)C)c(=O)[nH]c2cc1C,1,1,.,0,114,-0.6,-12,-2,108,18
Cc1cccc(C)c1Nc1c(-c2ccc(N3CCOCC3)cc2)nc2ncccn12,-1,-5,22,.,82,-3.0,11,7,89,6
CCn1c(C(C)NC(=O)c2ccc(OC)c(OC)c2)nc2ccccc21 (stereo not given),-4,0,.,-1,99,-1.4,-14,0,99,9
CCSc1nc2c(c(=O)[nH]1)C(c1cccnc1)C(C(=O)OC(C)C)=C(C)N2 (stereo not given),.,3,25,.,92,-3.9,-8,-2,87,19
Cc1ccc(OCCCC(=O)Nc2ccc(N3CCOCC3)cc2)c(C)c1,-13,1,-16,0,73,-0.8,-11,-18,83,11

# Results in Yeast life ext (two entries from above):
SMILES | Yeast life ext
COc1ccc(Cl)cc1NC(=O)C1CCCN(c2cc(C)nc3ncnn23)C1 (stereo not given) | -1
CCn1c(C(C)NC(=O)c2ccc(OC)c(OC)c2)nc2ccccc21 (stereo not given) | -4

# Part of the list above, with values under each structure:
# Each structure is followed by: Yeast life ext, NPY-Y2 antag, E-sel TNF inh, Phagocytosis inh, PTEN del growth, MRP-1 activ, BB579 growth dn, GALR2 antag, bCat KO growth, Measles CPE
> Cc1cccc(NC(=S)NNC(=O)CCn2cc(C)cn2)c1
 : -10, 4, 7, 0, 96, -2.5, -29, 7, 89, 2
> COc1ccc2[nH]cc(C(=O)CN3CCC(C)CC3)c2c1
 : -4, 2, ., -1, 87, -1.7, -50, -2, 92, 30
> Cc1cc(C#N)c2ccccc2n1
 : -14, 3, 21, 0, 85, -1.4, -10, -6, 84, 13
> CCC(=O)NC(=S)N1CCN(c2ccc([N+](=O)[O-])cc2Cl)CC1
 : -7, -1, -10, ., 86, -1.6, 0, -15, 90, 29*
> COC(=O)c1ccc(NC(=O)N2CCOCC2)cc1
 : -9, -2, ., -2, 98, -1.1, -15, -10, 95, 15
> Cc1nn(Cc2ccccc2Cl)c(C)c1NC(=O)c1cc(-c2ccc(F)cc2)on1
 : -10, 0, -21, -1, 87, -1.1, -20, 10, 79, 3
> CC1CCCN(C/C(O)=C(\C#N)c2nc3ccccc3[nH]2)C1 (stereo not given)
 : 10, 8, -4, -1, 101, -2.9, -36, 11, 108, 1
> CCOC(=O)C1=C(C)NC(C)=C(C(=O)OCC)C1C(=O)OC1CCOC1=O (stereo not given)
 : -8, 2, -14, 2, 110, -0.7, -64, -2, 105, 18
> Cn1c(=O)c2c(nc(CN3CCC(C(N)=O)CC3)n2Cc2ccccc2F)n(C)c1=O
 : -9, 4, 8, -1, 87, -3.0, -12, 2, 84, 6
> CCOC(=O)C(C)(C)Sc1nc2c(cnn2-c2ccc(Cl)cc2)c(=O)[nH]1
 : 4, 2, ., 163*[fluoresces], 97, -1.1, -103, -9, 89, 18
> COC(=O)CC1C(=O)NCCN1C(=O)Nc1ccccc1 (stereo not given)
 : 1, 5, -4, -1, 97, -1.7, 24, -8, 91, 31
> Cc1cc2cc(CCNC(=O)CC(C)C)c(=O)[nH]c2cc1C
 : 1, 1, ., 0, 114, -0.6, -12, -2, 108, 18
> Cc1cccc(C)c1Nc1c(-c2ccc(N3CCOCC3)cc2)nc2ncccn12
 : -1, -5, 22, ., 82, -3.0, 11, 7, 89, 6
> CCn1c(C(C)NC(=O)c2ccc(OC)c(OC)c2)nc2ccccc21 (stereo not given)
 : -4, 0, ., -1, 99, -1.4, -14, 0, 99, 9

# Carrying on:
SMILES,Yeast life ext,NPY-Y2 antag,E-sel TNF inh,Phagocytosis inh,PTEN del growth,MRP-1 activ,BB579 growth dn,GALR2 antag,bCat KO growth,Measles CPE
Cc1ccc(CCNC(=O)C2CCC(=O)N2C(C)C)cc1 (stereo not given),-14,7,-7,0,111,-1.1,-21,11,97,7
Cc1oc(-c2cccc(Cl)c2)[n+]([O-])c1C,-6,-2,-5,.,97,1.4,-15,9,92,25
COc1ccc(NC(=O)c2cc3n(n2)C(C(F)(F)F)CC(c2ccc(OC)cc2)N3)cc1 (stereo not given),-5,-4,8,0,90,-3.6,-37,0,85,10
O=C(CN1C(=O)c2ccccc2C1=O)Nc1cccnc1,-8,1,-1,0,92,-1.6,-31,-9,98,5
CCc1ccccc1Nc1nc(N)nc(COC(=O)c2cccn2C)n1,-24,4,-11,-1,75,-4.2,-27,-15,82,78*
CCCCN1CNC(=S)N(c2cc(C)ccc2C)C1,7,2,13,-1,96,-0.9,-72,-5,94,10
Cc1nn(Cc2cccc(F)c2)c(C)c1NC(=O)c1c(Cl)cnn1C,-3,0,.,-5,88,-0.1,-12,3,95,12
CCCC(=O)Nc1ccc(C(=O)NNC(=O)c2ccco2)cc1,-12,1,.,.,87,-0.1,-20,-2,91,4
Clc1ccc(NCn2cncn2)nc1,2,-2,-12,-1,96,-1.0,4,2,105,5
Cc1cccc(C(=O)NNC(=O)CCC(=O)Nc2cccc(Cl)c2C)c1,-6,1,10,-10,102,0.9,7,-2,90,35*
O=C(c1cnn2c(C(F)F)cc(-c3ccccc3)nc12)N1CCCc2ccccc21,2,5,-9,0,91,-0.9,-42,-4,90,6
O=C1C=C(c2ccc(Cl)cc2)OC2(CCCC2)O1,-4,5,11,.,76,-1.9,-36,-5,77,8
CCOC(=O)c1cnn(-c2nc(C)cc(C)n2)c1N,-12,1,.,-1,88,0.3,32,9,92,0
Cc1ccc(N(CC(=O)NCc2cccnc2)S(C)(=O)=O)cc1C,-18,0,-18,0,91,-2.0,-23,15,105,31
COc1ccc(C2SCC(=O)N2c2c(C)n(C)n(-c3ccccc3)c2=O)cc1 (stereo not given),-6,0,.,0,98,0.2,-38,-11,105,21
Nn1c(SCC(=O)N2CCN(S(=O)(=O)c3ccccc3)CC2)nnc1-c1cccs1,-8,-1,-17,-3,88,-2.3,-12,9,96,3
O=C(Nc1ccccc1)c1cccc(S(=O)(=O)NCc2ccco2)c1,0,0,7,.,59,-4.1,-11,3,65,12
CCCCC1(C)NC(=O)N(CC(=O)Nc2ccc(S(=O)(=O)N3CCOCC3)cc2)C1=O (stereo not given),-11,3,-17,0,108,0.1,7,-18,94,8
COC(=O)CCn1nnc(-c2cccs2)n1,-7,-1,-4,0,112,-0.3,-52,3,90,13
CCC(OC(=O)C(NC(=O)c1ccccc1)c1ccccc1)C(=O)Nc1cc(C)on1 (stereo not given),-13,4,-14,1,89,-2.1,-14,-8,78,47*
CCOc1cc(C(=O)Nc2ccon2)cc(OCC)c1OCC,-3,1,-6,-2,107,-0.8,-22,8,96,2
ON1C(c2ccccc2C(F)(F)F)N(O)[C@H]2CCCC[C@H]21 (stereo not given in full),-8,6,22,0,79,-3.4,-5,-5,76,6
COC(=O)c1ccc(NC(=S)Nc2ccccc2)cc1,-4,16,-17,0,85,-2.0,-19,-8,88,7
